U2OS ROS induce – ROS inducers in U2OS cancer cells, primary screen, cell-based, H2DCF-DA fluorescence. hit rate 2% among 46,000. AID 624156, 2012. U2OS ROS induction. ROS induction (% of piperlongumine), % at 10 µM; in the data active means ROS induction above about 79%, passing the limit was not always enough;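 further: 0% = DMSO vehicle median and 100% = reference compound median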
Starred values were filed as active, the others as inactive. These rows are one share of the data. The share of hits here may be higher or lower than overall.

SMILES	U2OS ROS induce
COc1ccc(S(=O)(=O)N(C)C[C@@H]2Oc3ccc(NS(=O)(=O)c4ccc(C)cc4)cc3C(=O)N([C@H](C)CO)C[C@H]2C)cc1	4
CC(C)(C)c1csc(-c2ccc(OC(F)(F)F)cc2)n1	-13
CC(C)NC(=O)N(C)C[C@H]1Oc2c(NC(=O)Nc3ccc(C(F)(F)F)cc3)cccc2C(=O)N([C@H](C)CO)C[C@H]1C	2
Cn1c(SCC(=O)Nc2ccc(Br)c(Cl)c2)nnc1-c1ccco1	-6
Cc1cc(C(=O)Nc2cccc3c2O[C@@H](CN(C)Cc2ccc(Cl)c(Cl)c2)[C@H](C)CN([C@@H](C)CO)C3=O)n(C)n1	31
C[C@@H]1CCCCO[C@@H](CN(C)Cc2ccccc2)[C@@H](C)CN([C@H](C)CO)C(=O)c2cc(NS(=O)(=O)c3cccs3)ccc2O1	-5
Cc1nnc(Sc2cc(C(=O)NCCc3ccccc3)c3ccccc3n2)s1	12
C=C[C@]1(C)C=C2CCC3C(C)(CCC[C@@]3(C)C(=O)O)C2CC1 (stereo partly drawn)	-15
C[C@@H]1CN([C@@H](C)CO)C(=O)c2cc(NC(=O)CCC(F)(F)F)ccc2O[C@@H]1CN(C)Cc1ccc(C(=O)Nc2ccccc2N)cc1	9
CC(C)(C)c1ccc(-c2[nH]nc(NS(=O)(=O)c3ccccc3)c2Br)cc1	2
C[C@@H]1CN([C@@H](C)CO)C(=O)c2cccc(NC(=O)C3CC3)c2O[C@H]1CN(C)S(=O)(=O)c1cccs1	-12
CNC[C@@H]1Oc2ccc(NC(=O)Cn3cnnn3)cc2CC(=O)N([C@H](C)CO)C[C@H]1C	-5
Cc1cc(C)nc(NC(=O)CSC(=S)N2CCOCC2)n1	8
CS(=O)(=O)N(CC(=O)Nc1ccccc1Br)c1cc(Cl)c(Cl)cc1Cl	-3
C[C@H]1CN([C@@H](C)CO)C(=O)CCCn2nncc2CO[C@H]1CN(C)C(=O)Nc1ccc(C(F)(F)F)cc1	17
COc1ccc(S(=O)(=O)Nc2cccc3c2O[C@@H](CN(C)C(=O)Nc2ccc4c(c2)OCO4)[C@@H](C)CN([C@H](C)CO)C3=O)cc1	-4
Cc1ccc(S(=O)(=O)N(C)C[C@@H]2OCCCC[C@@H](C)Oc3ccc(NC(=O)Nc4ccccc4)cc3C(=O)N([C@H](C)CO)C[C@@H]2C)cc1	28
c1ccc(-c2nnc3n2C2(CCCC2)Cc2ccccc2-3)cc1	10
C[C@@H]1CN([C@H](C)CO)C(=O)Cc2cc(NC(=O)CCC(F)(F)F)ccc2O[C@H]1CN(C)S(=O)(=O)c1cn(C)cn1	-10
C[C@H]1CN([C@@H](C)CO)C(=O)c2cc(NC(=O)Nc3ccc(F)cc3)ccc2O[C@@H]1CN(C)S(=O)(=O)c1ccc(Cl)cc1	14

Six compounds out of the list, sorted by number of heavy atoms, ascending:
SMILES	U2OS ROS induce
C=C[C@]1(C)C=C2CCC3C(C)(CCC[C@@]3(C)C(=O)O)C2CC1 (stereo partly drawn)	-15
c1ccc(-c2nnc3n2C2(CCCC2)Cc2ccccc2-3)cc1	10
C[C@H]1CN([C@@H](C)CO)C(=O)CCCn2nncc2CO[C@H]1CN(C)C(=O)Nc1ccc(C(F)(F)F)cc1	17
Cc1cc(C(=O)Nc2cccc3c2O[C@@H](CN(C)Cc2ccc(Cl)c(Cl)c2)[C@H](C)CN([C@@H](C)CO)C3=O)n(C)n1	31
C[C@H]1CN([C@@H](C)CO)C(=O)c2cc(NC(=O)Nc3ccc(F)cc3)ccc2O[C@@H]1CN(C)S(=O)(=O)c1ccc(Cl)cc1	14
C[C@@H]1CCCCO[C@@H](CN(C)Cc2ccccc2)[C@@H](C)CN([C@H](C)CO)C(=O)c2cc(NS(=O)(=O)c3cccs3)ccc2O1	-5

(list continues)
SMILES	U2OS ROS induce
CC1CC(NC(=S)NCc2csc3ccccc23)CC(C)(C)C1 (stereo not drawn)	16
COc1ccc(S(=O)(=O)N(C)C[C@@H]2Oc3ccc(NC(=O)Nc4ccccc4)cc3CC(=O)N([C@@H](C)CO)C[C@@H]2C)cc1	112*
COc1ccc(S(=O)(=O)Nc2ccc3c(c2)C(=O)N([C@H](C)CO)C[C@@H](C)[C@H](CN(C)Cc2ccc(-c4ccccc4)cc2)O3)cc1	14
Cc1noc(C)c1NC(=O)Nc1ccc2c(c1)C(=O)N([C@H](C)CO)C[C@@H](C)[C@@H](CN(C)S(=O)(=O)c1ccc(F)cc1)O2	0
COc1cccc(S(=O)(=O)N(C)C[C@@H]2Oc3ncc(C#Cc4cccc(F)c4)cc3C(=O)N([C@H](C)CO)C[C@@H]2C)c1	48
COC(=O)[C@]1(CCC(=O)OC(C)(C)C)N=C(c2ccc(OCCCO)cc2)O[C@@H]1c1ccccc1	10
Cc1ccc(S(=O)(=O)N(C)C[C@H]2Oc3ccc(NC(=O)Nc4ccc5c(c4)OCO5)cc3C(=O)N([C@@H](C)CO)C[C@H]2C)cc1	-15
C[C@@H]1CN([C@H](C)CO)C(=O)c2cccc(N(C)C)c2O[C@H]1CN(C)C(=O)Nc1ccc(F)cc1	-1
C=CCN(CC=C)S(=O)(=O)c1ccc(C(=O)Nc2ccccc2-c2nc3ccccc3[nH]2)cc1	36
C[C@H]1CN([C@@H](C)CO)C(=O)c2cccc(NC(=O)Nc3cccc4ccccc34)c2O[C@H]1CN(C)C(=O)Nc1ccccc1	0
COc1ccc(S(=O)(=O)Nc2cccc3c2O[C@@H](CN(C)Cc2ccc(C(=O)Nc4ccccc4N)cc2)[C@@H](C)CN([C@H](C)CO)C3=O)cc1	21
C=CCSc1ncnc2c1sc1nc(CC)c3c(c12)CCCC3	12
O=C(CSc1ncccn1)Nc1ccc(Cl)cc1	-42
COc1ccc(S(=O)(=O)Nc2ccc3c(c2)CC(=O)N([C@@H](C)CO)C[C@H](C)[C@H](CN(C)Cc2ccc(C(F)(F)F)cc2)O3)cc1	26
C[C@H]1CN([C@@H](C)CO)C(=O)c2cc(N(C)C)ccc2O[C@@H]1CN(C)Cc1ccc2c(c1)OCO2	-8
O=C(NCc1ccco1)c1ccccc1C(=O)c1ncc[nH]1	-12
Cc1nonc1OCCNc1cc(N2CCOCC2)ccc1[N+](=O)[O-]	-1
Cc1ccc(NC(=O)CSc2ncnc3sc(C)c(C)c23)cc1	-10
CCOC(=O)c1oc2ccc3c(c2c1C)C(=O)CC(C)(C)O3	4
C[C@@H]1CN([C@H](C)CO)C(=O)Cc2cc(NC(=O)Nc3ccccc3)ccc2O[C@@H]1CN(C)Cc1ccc(C(F)(F)F)cc1	23
Cc1noc(C)c1S(=O)(=O)Nc1ccc2c(c1)C(=O)N([C@@H](C)CO)C[C@@H](C)[C@@H](CN(C)Cc1ccc3c(c1)OCO3)O2	-6
COc1ccc(NC(=O)N(Cc2ccc(C)cc2)Cc2ccccn2)c(OC)c1	-12
CCN1CCCC1CNC(=O)c1ccc(-n2c(-c3ccccc3)cc3c2CCCC3)cc1 (stereo not drawn)	-5
Cc1cc(Br)cc(C)c1OCC(=O)Nc1sc(C)c(C)c1C(N)=O	4
COc1cc2c(cc1OC)CN(C(=O)[C@H]1[C@@H]3C(=O)O[C@@H](c4ccccc4)[C@@H](c4ccccc4)N3[C@@H](c3ccc(OCCO)cc3)[C@]13C(=O)Nc1ccc(C#CC4(O)CCCCCC4)cc13)CC2	6
C[C@@H]1CN([C@H](C)CO)C(=O)CCCn2nncc2CO[C@@H]1CN(C)C(=O)Nc1cccc(C(F)(F)F)c1	-12
C[C@H]1CN([C@@H](C)CO)C(=O)c2cc(NC(=O)NC3CCCCC3)ccc2O[C@@H]1CN(C)C(=O)Nc1ccc(C(F)(F)F)cc1	9
Cc1cc(C(=O)SCc2ccccc2)nn1Cc1c(Cl)cccc1Cl	25
O=C(NCc1ccc(Cl)cc1)c1ccc(Br)o1	-1
C[C@@H]1CN([C@@H](C)CO)C(=O)Cc2cc(NC(=O)Nc3ccc(C(F)(F)F)cc3)ccc2O[C@@H]1CN(C)C(=O)Nc1ccc(F)cc1	8
C[C@@H]1CN([C@@H](C)CO)C(=O)CCCn2nncc2CO[C@@H]1CN(C)Cc1ccc(Oc2ccccc2)cc1	70
S=c1[nH]nc(Cc2ccccc2)n1Cc1ccccc1	39
COc1ccc(NC(=O)Nc2ccc3c(c2)CC(=O)N([C@H](C)CO)C[C@@H](C)[C@@H](CN(C)S(=O)(=O)c2c(C)noc2C)O3)cc1	-8
CN1CCN(C(CC(=O)Nc2cccc(O)c2)C(=O)O)CC1 (stereo not drawn)	-5
COc1ccc2nc(SCC(=O)NC3CCCCC3)[nH]c2c1	-46
CC12CC34CC(O)C5C(CO)(CO)CC(=O)CC5(C)C3CC1C2C4 (stereo not drawn)	1
Cc1ccc(S(=O)(=O)N(C)C[C@@H]2Oc3ccc(NS(=O)(=O)c4c(C)noc4C)cc3CC(=O)N([C@H](C)CO)C[C@H]2C)cc1	0
C[C@H]1CN([C@@H](C)CO)C(=O)CCCn2cc(nn2)CO[C@H]1CN(C)Cc1cccc(O)c1	6
CCc1ccccc1NC(=O)CCn1c(=O)c2cccn2c2ccccc21	-7
Cc1nn(CCCC(=O)O)c(C)c1[N+](=O)[O-]	-19
Cc1noc(C)c1NC(=O)N(C)C[C@H]1Oc2c(NC(=O)Nc3ccc4c(c3)OCO4)cccc2C(=O)N([C@H](C)CO)C[C@H]1C	-5
C[C@@H]1CN([C@@H](C)CO)C(=O)CCCn2cc(nn2)CO[C@H]1CN(C)Cc1cccc(C(=O)O)c1	-1
CC(=O)N(C)CCc1ccc(C)[n+]([O-])c1	-2
Cc1ccc(S(=O)(=O)Nc2cccc3c2O[C@@H](CN(C)S(=O)(=O)c2ccc(C)cc2)[C@@H](C)CN([C@H](C)CO)C3=O)cc1	10
C[C@H]1CN([C@@H](C)CO)C(=O)Cc2cc(NC(=O)CCN3CCOCC3)ccc2O[C@H]1CN(C)S(C)(=O)=O	-8
COc1ccc(NC(=O)Nc2cccc3c2O[C@H](CN(C)C)[C@H](C)CN([C@H](C)CO)C3=O)cc1	-11
C[C@@H]1CN([C@H](C)CO)C(=O)CCCn2nncc2CO[C@@H]1CN(C)Cc1ccc2c(c1)OCCO2	7
C=CCN1CCN(c2nc3ccccc3nc2C#N)CC1	2
C[C@H]1CN([C@@H](C)CO)C(=O)Cc2cc(N(C)C)ccc2O[C@@H]1CN(C)Cc1ccc2c(c1)OCO2	26
COc1ccc(CN(C)C[C@@H]2Oc3c(NC(=O)Nc4ccc5c(c4)OCO5)cccc3C(=O)N([C@H](C)CO)C[C@@H]2C)cc1	4
C[C@H](CO)N1C[C@H](C)[C@H](CN(C)Cc2ccc(C(=O)Nc3ccccc3N)cc2)Oc2ccc(NS(=O)(=O)c3cccs3)cc2C1=O	-7
C[C@H]1CN([C@@H](C)CO)C(=O)Cc2cc(NC(=O)Nc3ccccc3)ccc2O[C@@H]1CN(C)Cc1ccncc1	3
O=C(CC1SC(=O)NC1=O)Nc1cccc(C(F)(F)F)c1 (stereo not drawn)	-11
COC(=O)COc1cccc(NC(=O)c2ccccc2)c1	1
CS(=O)(=O)N(CC(=O)O)c1ccc(C23CC4CC(CC(C4)C2)C3)cc1	6
Cc1nc(SCC(=O)O)c2c3c(sc2n1)CCCC3	40
CN1CCN(CCCN2C(=O)CSC2c2ccc(F)cc2)CC1 (stereo not drawn)	-7
Cc1noc(C)c1NC(=O)N(C)C[C@@H]1Oc2c(NC(=O)Nc3ccc(C(F)(F)F)cc3)cccc2C(=O)N([C@@H](C)CO)C[C@@H]1C	4
Cc1ccc(S(=O)(=O)N(C)C[C@H]2Oc3ccc(NC(=O)NC(C)C)cc3CC(=O)N([C@H](C)CO)C[C@H]2C)cc1	-12
COC(=O)c1ccccc1NC(=O)C(C)NS(=O)(=O)c1ccc(Cl)cc1 (stereo not drawn)	-2

By substructure, the compounds so far with a tert-butyl group (3)
SMILES	U2OS ROS induce
CC(C)(C)c1csc(-c2ccc(OC(F)(F)F)cc2)n1	-13
CC(C)(C)c1ccc(-c2[nH]nc(NS(=O)(=O)c3ccccc3)c2Br)cc1	2
COC(=O)[C@]1(CCC(=O)OC(C)(C)C)N=C(c2ccc(OCCCO)cc2)O[C@@H]1c1ccccc1	10

The listing continues:
SMILES	U2OS ROS induce
COc1ccc(/C=N/n2cnnc2)cc1	-3
COc1ccc(C)cc1NC(=O)CSc1nnc(-c2ccc(Br)cc2)o1	-4
CC(Cc1ccccc1)NC(=O)CC(c1ccccc1)c1cc(Br)ccc1O (stereo not drawn)	-2
C[C@H]1CN([C@@H](C)CO)C(=O)Cc2cc(NC(=O)Nc3cccc4ccccc34)ccc2O[C@@H]1CN(C)Cc1ccccc1	45
O=C(Oc1ccc(C=Nc2ccc(F)cc2)cc1)c1ccco1	14
COc1ccc2c(c1)CCc1c-2nc2ccc(Br)cc2c1C(=O)O	-4
CC(=O)O[C@H]1C[C@@]2(C)[C@@H](C[C@@H](O)[C@H]3[C@@]4(C)CC[C@@H](O)[C@@H](C)C4CC[C@@]32C)/C1=C(\CCC=C(C)C)C(=O)O (stereo partly drawn)	-4
On1c(-c2ccccc2Cl)nc2c1CCc1nonc1-2	-10
c1ccc(-c2ccccc2NC2=NCCS2)cc1	13
C[C@H](CO)N1C[C@H](C)[C@H](CN(C)S(=O)(=O)c2cccs2)Oc2c(NC(=O)Nc3ccc(C(F)(F)F)cc3)cccc2C1=O	33
O=C(CSc1nc2ccsc2c(=O)n1Cc1ccccn1)c1ccccc1	5
Cc1noc(C)c1NC(=O)Nc1ccc2c(c1)C(=O)N([C@H](C)CO)C[C@H](C)[C@H](CN(C)S(C)(=O)=O)O2	-9
Cc1noc(C)c1S(=O)(=O)Nc1cccc2c1O[C@@H](CN(C)Cc1ccc(Oc3ccccc3)cc1)[C@@H](C)CN([C@H](C)CO)C2=O	21
CC(C)NC(=O)Nc1cccc2c1O[C@H](CN(C)CC1CCCCC1)[C@@H](C)CN([C@H](C)CO)C2=O	2
Cc1cc(C(=O)Nc2cccc3c2O[C@H](CN(C)Cc2ccccc2)[C@H](C)CN([C@H](C)CO)C3=O)n(C)n1	4
CCCC(=O)n1nc(-c2ccc(Cl)cc2)nc1NCc1ccco1	11
